CRFR2-BP antag = blocks CRF-induced signaling of the CRF-BP/CRF-R2 complex; 350,000 tested, 0.59% active; inhibition, % at 11.8 µM; HEK293 CRF-R2/CRF-BP, CRF-induced calcium fluorescence;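 active means inhibition of the ligand-induced calcium signal above about 50% at the single tested concentration, limit read from the data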
IDE cell activ = activators of human insulin-degrading enzyme in cells. AID 493087. activation, % at 5.96 µM. HEK cells, FAbeta-B cleavage, fluorescence polarization; 0% vehicle, 100% cell-free pure enzyme wells. P14735. 340,000 tested, 0.073% active;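 active means activation above the mean of all tested compounds plus 3 SD, set per screening campaign, cut at about 17% in these data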
Target sequence (P14735 whole entry, looked up): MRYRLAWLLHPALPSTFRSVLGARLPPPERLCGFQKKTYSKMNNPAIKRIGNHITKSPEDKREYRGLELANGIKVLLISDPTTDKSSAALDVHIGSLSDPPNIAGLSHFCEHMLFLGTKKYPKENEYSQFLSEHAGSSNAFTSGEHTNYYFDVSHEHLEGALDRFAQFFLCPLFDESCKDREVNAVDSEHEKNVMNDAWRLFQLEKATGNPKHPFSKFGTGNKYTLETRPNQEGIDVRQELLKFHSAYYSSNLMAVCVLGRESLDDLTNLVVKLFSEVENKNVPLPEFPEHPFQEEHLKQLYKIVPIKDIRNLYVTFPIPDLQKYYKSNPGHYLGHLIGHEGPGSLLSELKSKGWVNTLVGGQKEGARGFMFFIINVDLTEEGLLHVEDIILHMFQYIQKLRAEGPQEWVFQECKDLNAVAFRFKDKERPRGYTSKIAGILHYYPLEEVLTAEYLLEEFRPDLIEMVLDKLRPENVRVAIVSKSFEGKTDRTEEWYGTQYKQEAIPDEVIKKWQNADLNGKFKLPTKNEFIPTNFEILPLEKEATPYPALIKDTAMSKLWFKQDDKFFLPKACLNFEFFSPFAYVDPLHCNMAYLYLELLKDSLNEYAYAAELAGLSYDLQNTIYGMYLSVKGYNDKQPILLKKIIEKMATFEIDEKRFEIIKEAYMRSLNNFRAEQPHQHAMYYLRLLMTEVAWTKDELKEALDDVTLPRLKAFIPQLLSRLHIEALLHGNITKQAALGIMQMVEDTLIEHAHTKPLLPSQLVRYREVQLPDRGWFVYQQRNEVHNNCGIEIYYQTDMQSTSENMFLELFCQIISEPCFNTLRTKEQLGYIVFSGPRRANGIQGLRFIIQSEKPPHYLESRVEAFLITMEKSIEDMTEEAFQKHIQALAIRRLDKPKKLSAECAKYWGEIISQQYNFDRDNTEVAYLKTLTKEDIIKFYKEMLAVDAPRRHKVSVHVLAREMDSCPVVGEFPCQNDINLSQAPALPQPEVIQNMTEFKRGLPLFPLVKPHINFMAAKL
pCIP destab = lowers stability of the mouse p/CIP coactivator protein; F442A p/CIP-EGFP cells, EGFP fluorescence, 16 h; Q05BA5; decrease of EGFP signal, % at 10 µM; 290,000 tested, 0.01% active;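 active means EGFP signal decrease of at least 30% at 10 µM or well 3 SD below plate mean, unless failing retest; inactive means the rest, including hits failing retest or dose response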; further: some compounds called inactive have numbers as strong as hits; many of its hits are not listed in these tables
GalR3 antag = antagonists of human GalR3; inhibition, % at 3 µM; O60755; 360,000 tested, 0.44% active; HEK293 GalR3-CNG cAMP membrane potential fluorescence; galR3 body fused to GalR1 C-terminus;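 active means inhibition above the screen-wide average plus 3 SD, cut at about 13% in these data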;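 further: forskolin and galanin both at EC90 stimulate the cells; cAMP rise reported by CNG channel membrane potential dye signal; 0% = forskolin plus galanin with DMSO and 100% = forskolin alone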
MEKK3 PB1 HTS = modulators (inhibitors or enhancers) of MEK5 binding to human MEKK3 PB1 domain. bead-based flow cytometry, Alexa488-MEK5 binding to MEKK3; actives lie on both sides; 0 = blocked by unlabeled MEK5, 100 = vehicle. 290,000 tested, 1.4% active. AID 1529. binding response (% of control), % at 10 µM. Q99759;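 active means binding response more than 3 SD above or below the average of its plate-row segment, actives on both sides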;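 further: Alexa488 bead fluorescence after subtracting the streptavidin-only scavenger bead signal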
PHOSPHO1 inh = blocks human PHOSPHO1 phosphatase activity; Q8TCT1; recombinant PHOSPHO1, absorbance phosphatase assay; inhibition, % at 13.3 µM; 290,000 tested, 1.1% active; in the data active means inhibition above about 60%
M4 PAM = positive allosteric modulators of human muscarinic M4 receptor | P08173 | CHO-K1 hM4/Gqi5, Fluo-8 calcium fluorescence, ACh EC20; 0% = ACh EC20, 100% = maximal ACh | activation, % at 3 µM | 360,000 tested, 0.4% active | AID 624126;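 active means activation above its plate's cutoff, the mean activation of sample wells plus 3 SD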; further: some results filed as inactive read as strong as hits
CRFR2-BP ag = CRF-BP/CRF-R2 complex agonism. HEK293 CRF-R2/CRF-BP, calcium dye fluorescence (FLIPR); percent of saturating CRF peptide response. activation, % at 13.2 µM. AID 588473. 350,000 tested, 0.46% active;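 active means activation of at least 50%, plus an integration ratio under a set limit after plate pattern correction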;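 further: plate controls were neutral control wells without compound for no effect and CRF at EC100 for full effect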
IDE inh = inhibitors of human insulin-degrading enzyme in cells | inhibition, % at 5.59 µM | HEK cells, FAbetaB cleavage, fluorescence polarization | 320,000 tested, 0.41% active;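 active means percent inhibition above the average of all tested compounds plus 3 SD, set per screening campaign, cut at about 16% in these data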;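 further: IDE supplied by intact live HEK cells; FP after avidin binding of uncleaved biotin substrate so inhibition keeps polarization high; 0% = DMSO wells and 100% = 60 µM reference IDE inhibitor Ii1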
* = called active by the depositor; / = not tested or not shown; [ ] = another dose, or the depositor's remark.

SMILES	CRFR2-BP antag	IDE cell activ	pCIP destab	GalR3 antag	MEKK3 PB1 HTS	PHOSPHO1 inh	M4 PAM	CRFR2-BP ag	IDE inh
CN(c1ccc(OCC(=O)Nc2ccc3[nH]c(=O)[nH]c3c2)cc1)S(=O)(=O)c1ccc(Cl)cc1	8.9	-0.3	-8.0	-6.0	96.0	11.8	-7.8	-0.1	-2.9
COCCNC(=S)Nc1ccc(N2CCOCC2)c(S(=O)(=O)Nc2ccc(Cl)cc2)c1	6.3	/	/	-7.7	/	/	1.8	-1.5	/
CSCCC(NC(=O)c1cccc(C)c1)C(=O)NNC(=O)c1cccs1 (centres undefined)	65.5*	2.3	/	-2.8	/	/	10.9	-0.5	-3.6
Cc1cccc(-c2cc3nc(-c4ccccc4)cc(=O)n3[nH]2)c1	6.4	0.7	-2.1	-5.5	103.0	24.8	-3.2	0.2	-1.4
CCOC(=O)C1=C(c2ccccc2)N=C2SCC(=O)N2C1c1cccc(OC)c1 (centres undefined)	-10.8	5.0	-11.6	2.1	100.0	-61.5	8.9	-0.9	-1.9
CCC(C)(C)NC(=O)C(c1ccc(OC)cc1)N(Cc1ccc(OC)cc1)C(=O)CCC(=O)Nc1cc(C)on1 (centres undefined)	0.9	1.5	-3.0	-7.0	102.0	20.0	-4.3	0.8	5.4
Cc1ccc(OCCNC(=O)CCNC(=O)c2ccc(Cl)cc2)cc1	7.1	1.2	/	-1.9	/	/	16.3	-4.2	5.3
O=C(CSc1nnc(-c2csc3c2CCCC3)o1)Nc1ccccc1	-7.3	2.6	-1.9	0.7	111.0	-9.3	-1.4	-2.0	0.7
C#CCN1Cc2ccccc2Oc2cc(Br)ccc2S1(=O)=O	-3.0	0.8	/	-5.8	/	/	-0.6	-4.7	/
CCc1cc2cc(C(=O)Nc3ccc(F)cc3)sc2s1	2.9	2.2	12.1	-4.4	99.0	-13.3	2.8	1.9	1.7
COc1ccc(CCNC(=S)Nc2ccccc2)cc1	11.8	-5.3	-5.9	-5.8	96.0	3.2	-2.0	-1.6	-3.2
Cc1cc(C)nc(NC(=O)CSc2nccc(C)n2)n1	-4.2	-1.7	-1.9	-1.2	99.0	42.9	1.2	-1.4	-0.2
C[C@@H]1CCCCO[C@@H](CN(C)S(=O)(=O)c2ccc(F)cc2)[C@@H](C)CN([C@H](C)CO)C(=O)c2cc(NC(=O)c3ccccc3)ccc2O1	3.4	/	/	-4.2	/	/	3.4	5.8	/
C=CCNC(=O)/C(=C/c1cn(-c2ccccc2)nc1-c1cccc([N+](=O)[O-])c1)NC(=O)c1ccccc1	-14.8	5.0	-1.2	15.9*	101.0	-16.4	4.3	-0.5	7.7
Cc1ccc(-c2ccccc2NC(=O)CS(=O)CC(=O)Nc2ccc(C)c(Cl)c2)o1 (centres undefined)	11.4	-8.2	-15.8	-7.6	104.0	-15.1	-7.3	-0.5	26.0*
COc1ccc(OC)c(C(=O)NC(CC(N)=O)c2ccc(NCCN3CCCCC3)c([N+](=O)[O-])c2)c1 (centres undefined)	7.2	-5.0	-11.0	-3.7	104.0	-13.0	16.5	-2.0	1.0
CN(C)c1cccc(NC(=O)Cc2ccc(F)cc2)c1	-6.7	0.7	1.7	-2.0	91.0	25.8	-1.2	-0.8	-0.7
COC(=O)c1ccc(NC(=O)C23CC4CC(C2)CC(n2cncn2)(C4)C3)cc1	5.5	0.5	-15.5	-1.9	112.0	-29.1	-1.0	-2.1	3.5
O=C(CN1C(=O)NC2(CCCC2)C1=O)NCc1ccc(F)cc1	11.3	2.2	/	0.3	/	/	0.5	1.1	7.0
C/C(=N\NC(=O)c1cc2ccccc2cc1O)c1cc2ccccc2o1	3.0	12.4	-21.8	0.3	102.0	-2.1	6.9	49.5	-3.7
Nc1ccc(S(=O)(=O)Nc2nccc(/C=C/c3ccccc3F)n2)cc1	8.7	/	-3.2	-4.2	134.0*	32.5	-6.5	0.6	-5.3
N=C(N)N1CCc2ccccc21	-1.4	0.6	-7.0	0.5	112.0	41.2	11.2	0.6	2.9
CN1CCN(S(=O)(=O)c2ccc(N(C)Cc3cccs3)nc2)CC1	-16.6	-3.9	5.1	-3.4	104.0	4.7	12.4	-2.2	0.4
N=c1c[n+](-c2ccc(Cl)cc2)[n-]o1	16.9	4.3	15.7	0.3	107.0	93.0*	7.0	2.4	1.2
O=C(c1cc(O)c(O)c([N+](=O)[O-])c1)c1ccccc1F	45.9	9.9	/	/	/	/	-0.1	-2.6	-0.5
Cc1cccc(C)c1NC(=S)N1CCOCC1	0.5	3.8	-1.5	-3.4	98.0	24.6	24.9	-0.7	-0.6
COCCCNC(=O)c1ccc2nc(Cc3ccc(OC)cc3)oc2c1	10.9	3.9	-6.8	-5.4	38.0*[inhibitor]	19.0	-15.1	0.2	-1.2
CC(C)(C)c1ccc(-n2ncc3c2CCCC3NC(=O)CN2CCOC2=O)cc1 (centres undefined)	-15.2	2.0	-29.8	-4.9	102.0	-21.1	11.6	1.6	3.0
O=C(Nc1ccc(OC(F)F)cc1)c1cc(S(=O)(=O)N2CCOCC2)ccc1F	1.7	1.0	-12.7	0.1	109.0	46.2	-3.7	1.2	7.6
CN1C(=O)[C@H]2[C@@H](/C=C/c3ccccc3)N3C(=O)CN(Cc4ccccn4)C(=O)[C@@]3(C)[C@H]2C1=O	-1.5	-1.3	-1.0	1.4	99.0	-18.6	7.3	0.0	1.9
CCN(CC)C(=O)/C=C/c1ccccc1	-2.0	-1.3	/	-2.0	/	/	6.3	0.9	-0.2
CC(=O)OC(C)C(=O)NS(=O)(=O)c1ccc(C)cc1 (centres undefined)	19.2	5.9	0.6	2.7	97.0	-8.2	4.2	-0.6	5.0
O=C(Nc1ccc(OC(F)(F)F)cc1)c1cccc(-n2cnnn2)c1	-15.8	-0.8	/	-3.1	/	/	5.2	22.3	/
CC(=O)Nc1nc2c(s1)CCc1ccccc1-2	9.2	6.5	6.8	-1.9	100.0	17.1	-2.1	-1.5	5.7
CCN(CC)CCNC(=O)c1ccc(NC(=O)c2cc(-c3ccncc3)nc3ccccc23)cc1	-12.5	-4.1	/	-5.3	/	/	-3.1	0.2	-2.5
Cc1noc(NS(=O)(=O)c2ccc(NC(=O)c3cc(F)c(F)c(F)c3F)cc2)c1C	4.7	-0.3	/	-1.4	/	/	5.0	-0.6	/

Record cards, as listed above.
O=C(Nc1ccc(OC(F)(F)F)cc1)c1cccc(-n2cnnn2)c1 as listed: CRFR2-BP antag: -15.8; IDE cell activ: -0.8; pCIP destab: /; GalR3 antag: -3.1; MEKK3 PB1 HTS: /; PHOSPHO1 inh: /; M4 PAM: 5.2; CRFR2-BP ag: 22.3; IDE inh: /
CC(C)(C)c1ccc(-n2ncc3c2CCCC3NC(=O)CN2CCOC2=O)cc1 (centres undefined) as listed: CRFR2-BP antag: -15.2; IDE cell activ: 2.0; pCIP destab: -29.8; GalR3 antag: -4.9; MEKK3 PB1 HTS: 102.0; PHOSPHO1 inh: -21.1; M4 PAM: 11.6; CRFR2-BP ag: 1.6; IDE inh: 3.0
CC(=O)Nc1nc2c(s1)CCc1ccccc1-2 as listed: CRFR2-BP antag: 9.2; IDE cell activ: 6.5; pCIP destab: 6.8; GalR3 antag: -1.9; MEKK3 PB1 HTS: 100.0; PHOSPHO1 inh: 17.1; M4 PAM: -2.1; CRFR2-BP ag: -1.5; IDE inh: 5.7

Next section.
SMILES	CRFR2-BP antag	IDE cell activ	pCIP destab	GalR3 antag	MEKK3 PB1 HTS	PHOSPHO1 inh	M4 PAM	CRFR2-BP ag	IDE inh
CCOc1ccccc1NC(=O)CN1CCN(C(=O)C2CCCO2)CC1 (centres undefined)	-19.5	2.4	-3.6	-2.1	102.0	27.6	-2.2	15.5	0.7
CCS(=O)(=O)n1nc(-c2ccc(Cl)cc2)nc1SCc1ccccc1	4.6	/	-0.8	/	111.0	-4.4	/	-3.0	-3.2
O=C(O)c1ccc(NS(=O)(=O)c2ccc3c(c2)C(=O)c2ccccc2C3=O)cc1	5.4	/	-8.4	-1.4	96.0	4.9	-0.7	-4.5	5.9
CN1CCN(C2Cc3ccccc3Sc3cc(C(F)(F)F)ccc32)CC1 (centres undefined)	-12.6	/	/	-10.9	/	/	/	1.2	0.6
Cc1nccc2[nH]c(=O)c(C(=O)NC(C)CCc3ccccc3)cc12 (centres undefined)	/	/	8.5	/	103.0	-24.8	/	/	-7.3
Cc1cccc(CCNS(=O)(=O)c2ccc3c(c2)n(C)c(=O)c(=O)n3C)c1	30.1	1.4	-2.8	5.0	93.0	-8.8	3.2	-1.7	-2.1
CCC(C)NC(=O)c1cc(C)no1 (centres undefined)	-13.4	-0.6	-1.7	-5.0	99.0	-4.4	-6.7	2.9	3.1
Cc1ccccc1C1NC(=S)NC2=C1C(=O)CCC2 (centres undefined)	-7.5	3.0	-22.5	0.0	99.0	20.0	3.3	1.4	-1.0
CC1CC(C)CN(C(=O)COC(=O)CCc2nc3ccccc3c(=O)[nH]2)C1 (centres undefined)	14.2	1.6	-8.0	-6.4	105.0	-18.5	6.9	4.0	6.0
COc1cc(NS(=O)(=O)c2ccccc2)ccc1-n1nc(C)cc1C	-0.1	1.0	-0.6	-3.3	102.0	-16.7	-3.1	-0.6	3.8
Cc1cccc(NC(=O)c2ccc3c(c2)OCCO3)c1C	13.3	5.6	-16.7	-9.2	96.0	32.5	4.1	-1.4	3.1
CCS(=O)(=O)N1Cc2ccccc2CC1C(=O)Nc1nnc(SCc2c(Cl)cccc2Cl)s1 (centres undefined)	-36.9	5.2	3.9	-2.8	97.0	-4.0	-14.1	2.5	-3.4
Cc1ccc(O)c(-c2cc(C(=O)Nc3ccc(S(=O)(=O)Nc4nccc(C)n4)cc3)[nH]n2)c1	3.3	2.1	-4.7	-7.4	104.0	-19.7	12.9	-1.3	3.3
COc1ccc(S(=O)(=O)N(C)C[C@H]2Oc3cc(Br)ccc3S(=O)(=O)N([C@H](C)CO)C[C@H]2C)cc1	-3.6	/	/	-9.5	/	/	0.9	-0.2	/
CCOC(=O)Sc1nc2ncncc2[nH]1	-1.2	-5.5	/	-6.0	/	/	11.4	0.9	/
C=CCSc1nc2c(cc1C#N)CCC2	18.0	5.3	-2.8	-3.7	108.0	-10.1	0.8	1.2	-3.2
Cc1ccc(S(=O)(=O)CC(=O)c2ccccc2[N+](=O)[O-])cc1	0.2	-1.3	-56.7	-8.3	101.0	/	0.7	1.7	-3.3
Cc1cc(C)cc(NC(=O)C2CCN(c3nc(C)cc(C)n3)CC2)c1	-26.9	5.6	-3.7	-6.8	98.0	24.9	15.4	-1.7	9.3
COc1cc(OC)c(N2CC(C(=O)NCCC3=CCCCC3)CC2=O)cc1Cl (centres undefined)	-3.1	0.1	/	8.0	/	/	0.1	2.3	4.2
COCCNc1ncnc2c1cnn2-c1ccc(Cl)cc1	2.6	1.6	0.0	-5.3	105.0	-14.7	12.7	1.2	-1.7
COc1ccc2c(c1)CCCC2NS(=O)(=O)OCC(Cl)(Cl)Cl (centres undefined)	1.2	-2.0	-5.3	-5.1	101.0	-24.2	-12.0	-0.5	2.4
CC(C)(C)OC(=O)N[C@H](C(=O)OC(C)(C)C)c1ccc2ccccc2c1	-15.3	5.7	/	-4.2	/	/	11.4	3.7	2.0
Cc1cc(NC(=O)CN2CCN(c3ccc(O)cc3)CC2)no1	10.6	0.8	2.1	-0.3	82.0	-8.3	1.1	-0.1	1.9

Compounds were not picked by outcome. About 4.2% of those tested had a hit in this group.
